Screening data as filed in PubChem BioAssay.
BL2 CD40 inh: CD40 pathway inhibition in BL2 cells. BL2 NF-kB luciferase reporter, CD40L-induced, 4 h. inhibition, % at 10 µM. AID 1053188. actives 0.94% (n = 83,000);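 active = mean inhibition of at least 50% with a set share of replicates also reaching that level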;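 note: 0% = neutral control wells and 100% = IKK inhibitor VII at 50 µM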
* marks the source's active call; other numbers are inactive results; & = joins results of further samples; [ ] = another dose, or the depositor's remark. A portion of the library; rates above refer to the full screens.

SMILES | BL2 CD40 inh
CCOC(=O)N1CCN(C(=O)Nc2ccc3nc(C)sc3c2)CC1 | 9
COc1ccc(NC(=O)COC(=O)c2ccccc2SCC(=O)N2CCCC2)cc1 | -13
O=C(NCc1nnc2c(C(F)(F)F)cc(Cl)cn12)c1ccco1 | -1
CCN(CC)CCNS(=O)(=O)c1ccc(C(=O)NN)cc1 | 4
CCCNC(=O)N1[C@H](CO)[C@@H]2c3ccccc3N(C(=O)Nc3cccc(Cl)c3)C[C@@H]21 | -14[25 µM]
O=C(Cc1ccncc1)N1C[C@@H]2N[C@H](C1)C2c1ccc(-c2ccc(F)cc2)cc1 (stereo partly specified) | 2[25 µM]
CC=Cc1ccc2n(c1=O)C[C@H]1[C@H](CO)[C@@H](C(=O)NC3CCCCC3)N(CCC)[C@@H]21 (mixture of isomers) | -7
CC(n1cnnn1)C12CC3CC(CC(C3)C1)C2 (stereo unspecified) | 1
O=C(c1cc(Cl)nc2ccccc12)N1CCN(S(=O)(=O)c2cccc(F)c2)CC1 | 21
Cc1ccc(C(=O)N2N=C(CC(C)C)CC2(O)C(F)(F)F)o1 (stereo unspecified) | 8
c1ccc(COc2ccc(OCCn3cncn3)cc2)cc1 | -65
CC(C)OCc1ccc(C(=O)N2CCN(CC(=O)N3CCCC3)CC2)cc1 | 6
COc1cccc(CC2(CO)CCCN(Cc3cc(F)ccc3-n3cccn3)C2)c1 (stereo unspecified) | 20
COc1ccc(C2C(C#N)=C(N)OC3=C2C(=O)CCC3)c(OC)c1OC (stereo unspecified) | 3
O=C(c1cnccn1)N1CC(=O)N2[C@H](C1)[C@@H](c1ccc(/C=C/c3ccccc3)cc1)[C@@H]2CO | -5[25 µM]
O=C(NC[C@@H]1[C@H](c2ccccc2)[C@@H](CO)N1C(=O)Cc1ccncc1)C1CCC1 | 5[25 µM]
CS(=O)(=O)c1ccc(-c2cccc(NC(=O)c3ccc(Br)o3)c2)nn1 | -1
C/C(=N/OC(=O)c1ccc(C)cc1)C(=O)c1ccc(Br)cc1 | 4
Cc1cc(SCC(=O)N/N=C/c2cccnc2)nc2c(C)cccc12 | 8
O=C1NC(=S)NC(=O)C1=Cc1ccccc1C(=O)O | 2

Four successive compounds from above, for reference:
SMILES | BL2 CD40 inh
CS(=O)(=O)c1ccc(-c2cccc(NC(=O)c3ccc(Br)o3)c2)nn1 | -1
C/C(=N/OC(=O)c1ccc(C)cc1)C(=O)c1ccc(Br)cc1 | 4
Cc1cc(SCC(=O)N/N=C/c2cccnc2)nc2c(C)cccc12 | 8
O=C1NC(=S)NC(=O)C1=Cc1ccccc1C(=O)O | 2

The list continues:
SMILES | BL2 CD40 inh
O=C(Nc1ccc2c(c1)CCC2)c1cc2ccccc2o1 | -67
COc1ccccc1Nc1nc2c(s1)CCC2 | -7
CC(=O)NCc1ccc(C(=O)COC(=O)COc2ccc(Cl)c(C)c2)s1 | -6
C[C@@H]1CN([C@H](C)CO)C(=O)c2c(c3ccccc3n2C)-c2ccccc2CO[C@H]1CN(C)C(=O)c1ccccc1 | 5
CC(=O)OCC(=O)C1(O)CCC2C3CC(C)C4=CC(=O)CCC4(C)C3C(O)CC21C (stereo unspecified) | 46
Cc1nn(C)c(C)c1CS(=O)(=O)c1ccccc1 | 1
N#Cc1ccc(-c2ccc3c(c2)[C@@H]2[C@@H](CCN2C(=O)C2CCCCC2)[C@H](CO)N3)cc1 | 8[25 µM]
O=C(NCC(c1ccc(F)cc1)N1CCOCC1)c1cccnc1Sc1ccccc1 (stereo unspecified) | 4
COC(=O)[C@@H]1[C@@H](CO)[C@@H]2Cn3c(ccc(-c4ccccc4)c3=O)[C@@H]2N1CC1CCCCC1 | 12[25 µM]
O=C(COC(=O)c1ccco1)Nc1ccccc1 | 2
CC(C)Oc1ccc(S(=O)(=O)N2CCOCC2)cc1NC(=O)C1COc2ccccc2O1 (stereo unspecified) | 13
CN1C(=O)C(CC(=O)Nc2ccc3c(c2)Cc2ccccc2-3)N(C)C1=O (stereo unspecified) | 3
COCC(=O)N1[C@H](CO)[C@H](c2ccccc2)[C@H]1CNC(=O)c1ccccn1 | -4
O=C(NCCCN1CCOCC1)c1cccc(NC(=O)c2ccccc2)c1 | 14
Nc1nc2ccccc2n1CCN1CCCC1 | 1
O=C1CN(S(=O)(=O)Cc2ccccc2)C[C@@H]2[C@H](c3ccc(C#Cc4ccc(F)cc4)cc3)[C@H](CO)N12 | 6
C/C(=N\OCC(=O)NC12CC3CC(CC(C3)C1)C2)c1cc2ccccc2o1 | -13
O=C(O)C1C2C=CC(CC2)C1C(=O)O (stereo unspecified) | 4
Cc1cc(C)c(S(=O)(=O)N2CCC3(CC2)OCCN3S(=O)(=O)c2cccs2)c(C)c1 | -3
COc1ccc2oc(C(=O)NC(C)c3ccccn3)c(C)c2c1 (stereo unspecified) | -22

Part of the list above in order of count of non-hydrogen atoms, high to low:
SMILES | BL2 CD40 inh
CC(C)Oc1ccc(S(=O)(=O)N2CCOCC2)cc1NC(=O)C1COc2ccccc2O1 (stereo unspecified) | 13
CCCNC(=O)N1[C@H](CO)[C@@H]2c3ccccc3N(C(=O)Nc3cccc(Cl)c3)C[C@@H]21 | -14[25 µM]
CN1C(=O)C(CC(=O)Nc2ccc3c(c2)Cc2ccccc2-3)N(C)C1=O (stereo unspecified) | 3
CCN(CC)CCNS(=O)(=O)c1ccc(C(=O)NN)cc1 | 4
COc1ccccc1Nc1nc2c(s1)CCC2 | -7

New compounds follow
SMILES | BL2 CD40 inh
Cn1nccc1NC(=O)CC1(CC(=O)O)CCCCC1 | 11
C[C@@H]1CN([C@H](C)CO)C(=O)CCCn2cc(nn2)CO[C@@H]1CN(C)Cc1ccc(-c2ccccc2)cc1 | -9
O=C(COC(=O)CCC(=O)c1ccc(F)cc1)Nc1ccc(N2CCOCC2)cc1 | -10
C[C@@H]1CN([C@H](C)CO)C(=O)c2c(c3ccccc3n2C)-c2ccccc2CO[C@@H]1CN(C)S(=O)(=O)c1ccc(C(F)(F)F)cc1 | 17
CCCN(CC(=O)Nc1ccccc1C)C(=O)c1cnc(C)cn1 | 6
COc1ccc(S(=O)(=O)N2C[C@@H](O)COC[C@@H]3O[C@H](CC(=O)N[C@@H]4CCN(Cc5ccccc5)C4)CC[C@H]32)cc1 | 4[25 µM]
O=C(c1ccccc1C(=O)N(c1ccccc1)c1ccccc1)N1CCCCC1 | 2
O=C(c1ccc2c(c1)OCO2)N1C[C@@H]2[C@H](c3ccccc31)[C@@H](CO)N2C(=O)CC1CC1 | -4[25 µM]
O=C(CNC(=O)c1ccccc1F)Nc1ccncc1 | -10
COc1ccccc1C#Cc1ccc([C@H]2[C@H]3CN(CCC(F)(F)F)CCCCN3[C@H]2CO)cc1 | -15[25 µM]
CN1c2ccc(Br)cc2[C@H]2[C@H](CCN2C(=O)C2CCCC2)[C@H]1CO | 9
O=C(Cn1cnc2ccccc21)OCC(=O)N1CCCc2ccccc21 | 19
O=C(C1CCC(=O)N(C2CC2)C1)N1CCC(Oc2ccccc2F)CC1 (stereo unspecified) | 6
COc1cccc(NC(=O)CSc2nnc3cc(C)nc(N)n23)c1 | 17
Cc1cc(C)cc(C(=O)NCC(=O)OCC(=O)N(C)C2CCS(=O)(=O)C2)c1 (stereo unspecified) | 10
CSc1ccc(Cl)c(C(=O)Nc2cc(S(=O)(=O)N3CCOCC3)ccc2N2CCOCC2)c1 | -2
C[C@@H]1CN([C@H](C)CO)C(=O)c2c(c3ccccc3n2C)-c2ccccc2CO[C@@H]1CN(C)Cc1ccccc1 | 23
COC(=O)c1ccc(C(=O)OC)nc1 | 17
CNC[C@@H]1Oc2ccc(NS(C)(=O)=O)cc2C(=O)N(C)C[C@H]1C | 10
O=[N+]([O-])c1ccc(SN2CCCCC2)c([N+](=O)[O-])c1 | 2
CN(CC(=O)NC(=O)NC(C)(C)C)CC(=O)Nc1ccccc1Cl | 10
CC(C)C(C)NC(=O)COc1ncnc2sccc12 (stereo unspecified) | 14
O=C(c1ccccn1)N1C[C@H]2[C@@H](c3ccccc31)[C@@H](CO)N2C(=O)Cc1ccccc1 | -5[25 µM]
Cc1nc2c(C)cccc2c2c1COC2 | -1
CCOc1ccccc1OCCOCCOc1ccccc1[N+](=O)[O-] | 5
CCS(=O)(=O)N1[C@H](C#N)[C@@H](c2ccc(C#CCC3CCCC3)cc2)[C@@H]1CO | -14[25 µM]
Cn1c(SCC(=O)NCC2CCCO2)ncc(C(=O)Nc2ccc(F)cc2)c1=O (stereo unspecified) | 35
O=C(C[C@H]1C[C@H]2c3cc(NS(=O)(=O)c4ccccc4)ccc3O[C@H]2[C@H](CO)O1)N1CCOCC1 | -14[25 µM]
COc1ccc(CN(CC(O)COc2cccc3[nH]cc(C)c23)C(C)(C)C)cc1 (stereo unspecified) | 9
COc1ccc(S(=O)(=O)N2CCCCC2)cc1C(=O)N1CCCCCC1 | -4
O=C(Nc1ccccc1N1CCCC1)c1cc2ccccc2o1 | -130
CCOC(=O)CC1(C)OCC(C[N+]2(C)CCCCC2)O1 (stereo unspecified) | 5
CCCCOC(=O)Nc1nc2ccc([N+](=O)[O-])cc2s1 | 11
O=C(Cn1cnc2ccccc2c1=O)N1CCc2ccccc2C1 | 20
CC(=O)NCCc1nc2ccccc2n1CCCCOc1ccccc1 | 8
Cc1noc(C)c1NC(=O)N1C[C@@H](O)COC[C@H]2O[C@@H](CC(=O)N[C@H]3CCN(Cc4ccccc4)C3)CC[C@@H]21 | -7[25 µM]
O=C(C[C@H]1CC[C@@H]2NC[C@H](O)COC[C@H]2O1)NCCN1CCCCC1 | -2[25 µM]
O=C(NCCCN1CCCC1=O)c1cccc(NS(=O)(=O)c2ccccc2)c1 | 11
COc1ccc(S(=O)(=O)Cc2ccc(C(=O)NCc3cccs3)o2)cc1 | -7
Cc1cc(C(F)(F)F)c2c(=O)[nH]c(=O)n(Cc3ccccc3)c2n1 | 10
Cc1cc2ccccc2n1CCNC(=O)C1CC1 | 5
O=C(C[C@@H]1C[C@H]2c3cc(NC(=O)Nc4ccc(C(F)(F)F)cc4)ccc3O[C@H]2[C@H](CO)O1)NCc1cccnc1 | 23[25 µM]
CN1[C@@H]2c3ccc(/C=C/c4ccccc4)c(=O)n3C[C@H]1[C@H](CO)[C@H]2C(=O)NC1Cc2ccccc2C1 | 4[25 µM]
CC(C)(C)C(=O)NCCN1CCN(C(=O)C(C)(C)C)CC1 | 7
O=C(Nc1ccc(F)cc1)N1CCN(c2ncccn2)CC1 | 6
O=C(COC(=O)C1CCN(C(=O)c2ccc(Cl)cc2)CC1)Nc1ccccc1F | 4
Cc1ccccc1-n1ncc2c1CC(C)(C)CC2NC(=O)CCN1CCCCC1=O (stereo unspecified) | -1
C[C@H](CO)N1C[C@H](C)[C@@H](CN(C)C(=O)NC2CCCCC2)Oc2ccc(NS(=O)(=O)c3cn(C)cn3)cc2CC1=O | -9[25 µM]
Cc1cc(C)c2nc(-c3cccnc3)cc(C(=O)NC(C)c3cnn(C)c3C)c2c1 (stereo unspecified) | -7
Cn1cc(-c2cc(C(=O)O)on2)cn1 | 7
O=C(O)c1ccccc1C(=O)c1ccc(-c2ccccc2)cc1 | -18
Cc1ccccc1S(=O)(=O)N1C[C@@H]2N[C@H](C1)C2c1ccc(-c2ccc(C(=O)N(C)C)cc2)cc1 (stereo partly specified) | 2&4
Cc1cc(-c2nnc(CCC(=O)NC(C)c3ccccc3Cl)o2)no1 (stereo unspecified) | -11
COc1ccccc1CNC(=O)CCN1C(=O)COc2ccccc21 | 3
COc1ccc2oc(C(=O)OCC(=O)N3CCN(c4ccccc4)CC3)c(C)c2c1 | 11
Cc1cc(NC(=O)C2(c3ccccc3)CCCC2)no1 | 10
COc1ccc(CN(C)C(=S)Nc2ccc(Cl)cc2)cc1 | -7
O=C(COc1ccc([N+](=O)[O-])cc1)Nc1nnc(-c2cccnc2)s1 | 7
CCOC(=O)c1cnc2ccc(Cl)cc2c1NCCN(C)C | -13
CCCC12CN3CC(C)(CN(C1)C3c1ccco1)C2=O (stereo unspecified) | 10

Next part.
SMILES | BL2 CD40 inh
CN1CCN(c2ccccc2NC(=O)COc2ccc(C3CCCCC3)cc2)CC1 | 47
CN(c1ccc(C(=O)NC2CCCC2)cc1)S(=O)(=O)c1ccccc1 | -2
COc1cccc(C(=O)Nc2ccc(C(=O)c3ccncc3)cc2)c1 | -10
O=C(COC(=O)CNC(=O)C1CCCCC1)Nc1ccc2ccccc2c1 | -18
Cc1cnc(C(=O)OCC(=O)Nc2cccc(S(=O)(=O)N3CCCCC3)c2)cn1 | 12
NC(=O)C1CCN(C(=O)Nc2csc3ccccc23)CC1 | 4
Cc1nc(CCNC(=O)Cc2ccccc2)cs1 | 6
Cc1cc(-c2ccco2)n(-c2ccccc2)n1 | -8
O=C(NCC(=O)N1CCCCCCC1)c1ccc(Br)o1 | -27
CN(CC(=O)Nc1ccccc1C(F)(F)F)C(=O)COc1ccccc1Cc1ccccc1 | 9
CSc1ncccc1C(=O)OCC(=O)N(C)c1c(N)n(Cc2ccccc2)c(=O)[nH]c1=O | 10
O=C(C1CCCC1)N1CC(=O)N2[C@@H](CO)[C@@H](c3ccc(C#Cc4cccc(F)c4)cc3)[C@@H]2C1 | 5
O=C(NC[C@@H]1[C@@H](c2ccccc2)[C@@H](CO)N1Cc1ccccn1)C1CCC1 | -1
N#Cc1c2c(c(NCCN3CCOCC3)n3c1nc1ccccc13)CCCC2 | -6
O=C(NCCc1ccccc1)c1ccccc1NC(=O)C1CC=CCC1C(=O)O (stereo unspecified) | -82
COCCCNC(=O)C1CCCN(S(C)(=O)=O)C1 (stereo unspecified) | 12
CCN(CC(=O)Nc1ccc(Cl)c(S(=O)(=O)N(C)C)c1)CC(=O)NC(C)C | -3
CCN(CC(=O)Nc1ccccc1OC)C(=O)c1cc(S(=O)(=O)N2CCCCCC2)ccc1OC | -9
CCN(c1ccccc1)S(=O)(=O)c1cccc(C(=O)NCc2ccccn2)c1 | -5
